# High-throughput results: PubChem BioAssay, Southern Research Specialized Biocontainment Screening Center
# K1F lysis inhibition – inhibition of K1F phage lysis, E. coli UTI89, bacterial capsule biogenesis inhibitors, alamar blue (AID 488966); E. coli UTI89 K1F phage lysis, alamar blue, 2 h; higher % means a stronger effect; inhibition, % at 100 µM, or IC50 in µM where a hit was titrated; 0.02% of 340,000 active;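 active = phage lysis inhibition, versus mean bacterial control, above a set limit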;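 note: capsule biogenesis inhibitors block K1F phage lysis so surviving cells raise fluorescence; higher fluorescence means more inhibition of phage lysis; actives were called in the ten point dose series up to 300 µM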
# Starred values were filed as active, the others as inactive; [ ] = dose if it differs, or a comment. This is a subset. The share of hits here may be higher or lower than overall.
SMILES,K1F lysis inhibition
O=C(CN1C(=O)NC2(CCCCC2)C1=O)N1CCN(S(=O)(=O)c2cccc(F)c2)CC1,1.2%[50 µM]
O=C(CNC(=O)c1cccs1)Nc1ccncc1,1.0%[50 µM]
NC(=O)CN(C/C=C/c1ccccc1)C/C=C/c1ccccc1,1.2%
Cc1ccc2c(C)c(C(=O)N(Cc3ccccc3)C3CCS(=O)(=O)C3)oc2c1 (stereo not given),-0.5%
COc1cccc(C(=O)N2CCN(C(=O)C3CCCO3)CC2)c1 (stereo not given),0.5%[50 µM]
Cc1noc(C)c1S(=O)(=O)N1CCN(c2ccc(Cl)cc2)CC1,0.3%
Cc1c(NS(=O)(=O)c2cccc(C(=O)NCc3cccc(Cl)c3)c2)c(=O)n(-c2ccccc2)n1C,0.2%[50 µM]
CC(=O)c1ccc(NC(=O)CN2CCC(C(=O)c3ccc(F)cc3)CC2)cc1,-0.9%
CCc1ccccc1NC(=O)C1=CC(c2cccs2)=NS(=O)(=O)N1C,-0.1%
COc1ccc(S(=O)(=O)N2CCOCC2)cc1NC(=O)CN1C(=O)NC(C)(C2CC2)C1=O (stereo not given),0.2%[50 µM]
CCc1nnc(NC(=O)CN2CCN(Cc3ccccc3C)CC2)s1,0.5%
CC(=O)Nc1ccc(S(=O)(=O)N2CCN(c3ccc([N+](=O)[O-])cc3)CC2)cc1,1.8%
COc1ccc(-c2cc(C(=O)N3CCCC(C(F)(F)F)C3)c3ccccc3n2)cc1 (stereo not given),0.5%[50 µM]
CC1CCCN(C(=O)c2nn(C)c3c2CSc2ccccc2-3)C1 (stereo not given),-1.7%
COc1cc(/C=N/NC(=O)c2ccncc2)ccc1OC(C)=O,0.3%
Cc1c(/C(O)=C2\C(=O)C(=O)N(CCCN(C)C)C2c2ccco2)cnn1-c1ccccc1 (stereo not given),0.0%
C=CCN(C(=O)CCC(=O)Nc1cc(C)on1)C(C(=O)NC1CCCC1)c1ccc(C)cc1 (stereo not given),0.1%
O=C(Nc1ccc(Br)cc1)C1C2C=CC3(O2)C1C(=O)N(CCN1CCCCC1)C3C(=O)NC1CCCCC1 (stereo not given),0.3%
COc1ccccc1-c1ocnc1C(=O)Nc1ccc(N2CCOCC2)cc1N1CCOCC1,0.2%
O=C(NCCO)C(=O)NCC1OCCCN1S(=O)(=O)c1ccc2c(c1)OCCO2 (stereo not given),1.3%[50 µM]
Cc1cc(C)n(/C(=C\N(C)C)C(=O)c2cccc([N+](=O)[O-])c2)n1,0.3%
C[C@H](CO)N1C[C@H](C)[C@@H](CN(C)C(=O)Nc2ccc3c(c2)OCO3)Oc2ccc(NC(=O)Nc3ccc(C(F)(F)F)cc3)cc2C1=O,0.3%
CN(Cc1ccccc1)S(=O)(=O)c1csc(C(N)=O)c1,-9.3%
C=CC[C@@H](CC(=O)N[C@H](CO)Cc1ccccc1)C(=O)N[C@H](COC(=O)[C@@H](CC=C)Cc1ccc(F)cc1)C(C)(C)C,-0.7%
CC(C)CNC(=O)c1cc(-c2ccc3c(c2)OCO3)on1,0.0%

# Other results follow.
SMILES,K1F lysis inhibition
COc1cc2ccccc2cc1C(=O)N(CCN(C)C)c1nc2ccc(C)cc2s1,1.8%
C=CCNc1nc(C(=O)OCC(=O)NCc2cccc(Cl)c2)cs1,0.9%[50 µM]
COc1ccc(-n2cnnc2SCC(=O)N(C)c2ccccc2)cc1,0.0%
O=C(CCNS(=O)(=O)c1ccccc1)N1CCN(C(c2ccccc2)c2ccccc2)CC1,0.3%[50 µM]
COc1cc(OC)cc(C(=O)NCCC(c2ccccc2)c2ccccc2)c1,0.2%
COc1ccccc1CC(=O)NC(=O)c1ccccc1O,1.6%
Cc1cc(C)cc(NC(=O)Cn2nnc(C(=O)NCc3ccc4c(c3)OCO4)c2N)c1,0.2%
COCCNS(=O)(=O)c1ccc2c(c1)Cc1cc(S(=O)(=O)NCCOC)ccc1-2,-0.3%
CCOc1cc(/C=C(\C#N)C(=O)Nc2cccc(C(=O)O)c2)cc(Br)c1OC(=O)c1ccc(OC)cc1,-1.2%
O=C(NC1CCC(O)CC1)c1ccc(NS(=O)(=O)c2cccc([N+](=O)[O-])c2)cc1 (stereo not given),1.3%
COc1ccc(NC(=O)C2Cc3cccc(OC)c3O/C2=N\O)cc1 (stereo not given),0.0%
COc1cc2c(cc1OC)C(C)N(CC(=O)Nc1ccc(S(=O)(=O)N3CCCC3)cc1)CC2 (stereo not given),0.1%
O=C(c1ccc2oc(CCc3ccccc3)nc2c1)N1CCC(O)CC1,0.2%
CCCCNC(=S)Nc1cccc(S(=O)(=O)NC2=NCCC2)c1,0.2%[50 µM]
O=C(CN1C(=O)S/C(=C\c2ccccc2)C1=O)Nc1cc([N+](=O)[O-])ccc1O,-2.8%
COC(=O)c1cc(CNC(=O)C(C)NS(=O)(=O)c2ccc(C)c(C)c2)ccc1OC (stereo not given),0.1%
O=C(Nc1ccc(Nc2ccccc2)cc1)c1c(F)c(F)c(F)c(F)c1F,-1.4%
OCc1cc(-c2ccccn2)no1,-0.7%
Cc1nnnn1/C(=C\c1ccccc1)C(=O)OCC(=O)Nc1ccc(Cl)cc1F,-1.6%
COc1ccccc1N(C)S(=O)(=O)c1ccc(Cl)c(C(=O)Nc2cccc(C)n2)c1,0.3%[50 µM]
COc1ccc2c(c1)O[C@@]1(CCCC[C@@H]1C)CC2=O,3.8%
COc1ccccc1CNC(=O)COC(=O)CNS(=O)(=O)c1ccc(C)cc1,0.1%
Cc1ccc(C)c(C(=O)COC(=O)C2CCN(c3ccc(C(F)(F)F)cn3)CC2)c1,-1.4%
CC(C)(C)[C@H]1COC(=O)[C@@H](Cc2ccc(F)cc2)CC/C=C/C[C@@H](CC(=O)N[C@H](CO)Cc2ccccc2)C(=O)N1,1.7%
COc1ccc(S(=O)(=O)NNC(=O)C2COc3ccccc3O2)cc1[N+](=O)[O-] (stereo not given),1.3%[50 µM]

# (list continues)
SMILES,K1F lysis inhibition
Cc1ccc(NC(=O)C2CCCN2S(=O)(=O)c2ccc(-c3ccc(=O)[nH]n3)s2)c(C)c1 (stereo not given),0.0%
Cc1cc(S(=O)(=O)NCCC2=CCCCC2)ccc1Br,-1.3%[50 µM]
C[C@@H]1CN([C@H](C)CO)C(=O)Cc2cc(NC(=O)Nc3ccccc3)ccc2O[C@@H]1CN(C)C(=O)Nc1ccc2c(c1)OCO2,-1.0%
Cc1cc(C)n(-c2ccnc3cc(Cl)ccc23)n1,0.8%
O=C(CSC1=NS(=O)(=O)c2cc(Cl)ccc2N1)Nc1ccccc1F,0.8%[50 µM]
Cc1cccc(C)c1OCc1cc(C(=O)N2CCN(c3ccc(F)cc3)CC2)no1,-0.1%
COc1ccc(C(=O)N2CCN(Cc3cc(OC)ccc3OC)CC2)cc1,-0.2%
Cn1c(SCc2ccccc2Br)nc2ccccc2c1=O,0.4%
Cc1cc(Br)c(NC(=O)CCNC(=O)OCc2ccccc2)cc1C,0.1%
O=S(=O)(CCC1CCCCN1)c1ccccc1 (stereo not given),1.4%[50 µM]
O=C(ONC(=O)C1CCCCC1C(=O)NOC(=O)c1ccccc1)c1ccccc1 (stereo not given),0.1%
COc1ccc(C(=O)Nc2cccc(C(=O)N/N=C/c3ccc(OC)cc3OC)c2)cc1,0.1%
COc1cccc(NS(=O)(=O)c2c(C(=O)N3CCCCCC3)c(C)n(C)c2C)c1,-2.7%
CCOc1ccc(OCC(=O)N(C)c2c(N)n(Cc3ccccc3)c(=O)[nH]c2=O)cc1,0.7%[50 µM]
Fc1ccccc1CNc1ncnc2sccc12,-1.0%
Cc1cc(O)cc(C)c1NS(=O)(=O)c1ccc2ccccc2c1,0.0%
O=C(NCC(c1ccco1)N1CCOCC1)C1CCCCC1 (stereo not given),1.5%[50 µM]
O=C(O)c1ccc(N(Cc2ccccc2)S(=O)(=O)c2ccccc2)cc1,-0.1%
NC(=S)NN=C1CCCCCCCCCC1,0.7%
CC(C)(C)N(Cc1ccccc1)C(=O)COC(=O)CN1C(=O)C2CC=CCC2C1=O (stereo not given),0.0%
CCC(C(=O)NCCCN1CCCCCC1)n1nc(C)c2sc3ccccc3c2c1=O (stereo not given),-0.1%
CCC(NC(=S)NC1CCCCC1)c1ccccc1 (stereo not given),0.0%
Cc1ccc(C(=O)OCC(=O)Nc2ccc(N3CCOCC3)cc2)cc1,1.0%[50 µM]
O=C(NCc1ccccc1)C1(CC2CC(c3ccccc3)=NO2)CCNCC1 (stereo not given),-0.6%
COc1ccccc1N1CCN(CCC(=O)Nc2cccc(Cl)c2)CC1,-0.1%

# Other entries follow.
SMILES,K1F lysis inhibition
COc1ccc(CC(=O)Nc2ccc(N3CCCC3)c(C)c2)cc1,0.5%
O=C(c1ccco1)N1CCN(C2CC(=O)N(c3ccc(C(F)(F)F)cc3)C2=O)CC1 (stereo not given),0.0%
Nc1ccccc1-c1ccc(Cl)cc1,-0.6%
O=C(NCCc1nc2ccccc2[nH]1)c1ccc(Br)o1,0.3%
Cc1cccc(-c2ccc(NC(=O)C3CCN(CC4CC4)CC3)cc2)c1,0.2%
CCN(CC(=O)Nc1ccc(OC)cc1)C(=O)CSCC(=O)Nc1ccc(C)cc1,0.0%
CCc1cc(Cn2nc(-c3ccccc3)cc2C(=O)NCCOC)on1,6.2%
Cc1c(C(=O)Nc2nc(-c3ccccn3)cs2)oc2ccccc12,-0.4%[50 µM]
CC(=O)c1ccc(NC(=O)CSc2nnc(NC(=O)c3ccco3)s2)cc1,0.8%
COc1ccc(-c2c(-c3ccsc3)oc3ccc(N4CCOCC4)cc23)cn1,1.3%
CCC(C)(C)NC(=O)C(c1ccccc1Cl)N(Cc1cccnc1)C(=O)CCC(=O)Nc1cc(C)on1 (stereo not given),0.4%
O=C(CC(c1ccccc1)c1ccccc1)Nc1ccc(C(=O)O)cc1,1.0%[50 µM]
O=C(Nc1cccnc1)c1cc(Br)c(Br)s1,3.8%[50 µM]
CC(=O)c1c(C)[nH]c(C(=O)Nc2cccc(C)n2)c1C,0.0%
COc1ccc(NC(=O)C2CC(c3ccc(Cl)cc3)=NO2)cc1 (stereo not given),0.0%
CSc1ccc(CN2CCSCC2)cc1,10.6%
CC(C)CC(=O)Nc1ccc(C(=O)CN2CCN(c3ccc(O)cc3)CC2)cc1,1.0%
CC(C)=CCC[C@](C)(O[C@@H]1O[C@H](CO[C@@H]2O[C@H](CO)[C@@H](O)[C@H](O)[C@H]2O)[C@@H](O)[C@H](O)[C@H]1O)C1CC[C@]2(C)C1C(=O)CC1[C@@]3(C)CC[C@H](O[C@H]4O[C@@H](CO)[C@H](O)[C@@H](O)[C@@H]4O)C(C)(C)C3CC[C@]12C (stereo not given in full),1.5%
CN1CCN(c2nc3c(c(=O)n(C)c(=O)n3C)n2Cc2ccccc2)CC1,-0.4%

# In the list so far, 23 contain four or more nitrogen atoms.
SMILES,K1F lysis inhibition
O=C(CN1C(=O)NC2(CCCCC2)C1=O)N1CCN(S(=O)(=O)c2cccc(F)c2)CC1,1.2%[50 µM]
Cc1c(NS(=O)(=O)c2cccc(C(=O)NCc3cccc(Cl)c3)c2)c(=O)n(-c2ccccc2)n1C,0.2%[50 µM]
COc1ccc(S(=O)(=O)N2CCOCC2)cc1NC(=O)CN1C(=O)NC(C)(C2CC2)C1=O (stereo not given),0.2%[50 µM]
CCc1nnc(NC(=O)CN2CCN(Cc3ccccc3C)CC2)s1,0.5%
CC(=O)Nc1ccc(S(=O)(=O)N2CCN(c3ccc([N+](=O)[O-])cc3)CC2)cc1,1.8%
Cc1c(/C(O)=C2\C(=O)C(=O)N(CCCN(C)C)C2c2ccco2)cnn1-c1ccccc1 (stereo not given),0.0%
C=CCN(C(=O)CCC(=O)Nc1cc(C)on1)C(C(=O)NC1CCCC1)c1ccc(C)cc1 (stereo not given),0.1%
O=C(Nc1ccc(Br)cc1)C1C2C=CC3(O2)C1C(=O)N(CCN1CCCCC1)C3C(=O)NC1CCCCC1 (stereo not given),0.3%
COc1ccccc1-c1ocnc1C(=O)Nc1ccc(N2CCOCC2)cc1N1CCOCC1,0.2%
Cc1cc(C)n(/C(=C\N(C)C)C(=O)c2cccc([N+](=O)[O-])c2)n1,0.3%
C[C@H](CO)N1C[C@H](C)[C@@H](CN(C)C(=O)Nc2ccc3c(c2)OCO3)Oc2ccc(NC(=O)Nc3ccc(C(F)(F)F)cc3)cc2C1=O,0.3%
COc1ccc(-n2cnnc2SCC(=O)N(C)c2ccccc2)cc1,0.0%
Cc1cc(C)cc(NC(=O)Cn2nnc(C(=O)NCc3ccc4c(c3)OCO4)c2N)c1,0.2%
CCCCNC(=S)Nc1cccc(S(=O)(=O)NC2=NCCC2)c1,0.2%[50 µM]
Cc1nnnn1/C(=C\c1ccccc1)C(=O)OCC(=O)Nc1ccc(Cl)cc1F,-1.6%
Cc1ccc(NC(=O)C2CCCN2S(=O)(=O)c2ccc(-c3ccc(=O)[nH]n3)s2)c(C)c1 (stereo not given),0.0%
C[C@@H]1CN([C@H](C)CO)C(=O)Cc2cc(NC(=O)Nc3ccccc3)ccc2O[C@@H]1CN(C)C(=O)Nc1ccc2c(c1)OCO2,-1.0%
CCOc1ccc(OCC(=O)N(C)c2c(N)n(Cc3ccccc3)c(=O)[nH]c2=O)cc1,0.7%[50 µM]
CCC(C(=O)NCCCN1CCCCCC1)n1nc(C)c2sc3ccccc3c2c1=O (stereo not given),-0.1%
CCc1cc(Cn2nc(-c3ccccc3)cc2C(=O)NCCOC)on1,6.2%
CC(=O)c1ccc(NC(=O)CSc2nnc(NC(=O)c3ccco3)s2)cc1,0.8%
CCC(C)(C)NC(=O)C(c1ccccc1Cl)N(Cc1cccnc1)C(=O)CCC(=O)Nc1cc(C)on1 (stereo not given),0.4%
CN1CCN(c2nc3c(c(=O)n(C)c(=O)n3C)n2Cc2ccccc2)CC1,-0.4%
